SNCA expr inh – Primary qHTS assay for inhibitors of alpha-synuclein gene (SNCA) expression; HEK-293 SNCA-luciferase knock-in, luminescence, 24 h; Potency, µM (doses to about 57.2 µM), inactives show top-dose activity change, negative = inhibition, actives largely listed as inhibitors; 140,000 compounds, 0.17% hits; AID 1671194, 2021;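 also: potency is read from the fitted curve at half-maximal effect; plate controls were DMSO cells for no effect and cell-free wells for full effect; nearly all actives have a fitted effect of over 45% in size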
3T3 cytotox – Cytotoxic Profiling in NIH 3T3 Cell Line of Diverse Libraries Using Quantitative High-Throughput Screening; NIH 3T3 viability, CellTiter-Glo ATP luminescence, 48-72 h; Potency, µM (top dose mostly 96.7 µM), for inactives: top-dose activity change, negative = cytotoxicity, usual class: inhibitors; 94,000 compounds, 4.3% hits; also: potency is read from the fitted curve at half-maximal effect; nearly all actives have a fitted effect of over 55% in size
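Cells were seeded at 400 per well, treated with pin-transferred compound, and kept 48 or 72 hr at 37 °C before CellTiter-Glo addition and luminescence imaging of cellular ATP.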
HEK293 viab – GF-AFC viability counterscreen for inhibitors of alpha-synuclein gene (SNCA) expression; HEK-293-SNCA-luc viability, GF-AFC fluorescence, 24 h; Potency, µM (titrated, usually from 57.1 µM), inactives show top-dose activity change, negative = cytotoxicity, most hits filed as cytotoxic; 150,000 compounds, 0.12% hits;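 also: potency is read from the fitted curve at half-maximal effect; 0% = DMSO-treated cells and -100% = medium-only wells without cells; nearly all actives have a fitted effect of over 30% in size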
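Cytotoxicity counterscreen: after 24 h compound treatment of genome-edited SNCA-luciferase HEK-293 cells, live-cell protease substrate GF-AFC read by fluorescence after 30 min; activity scaled between DMSO (0%) and medium-only (-100%), curves Hill-fitted.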
IP6K1 inh – Primary qHTS assay for small molecule inhibitors of Inositol hexaphosphate kinase 1 (IP6K1); activity change, % (series mostly up to about 58 µM); Inositol hexakisphosphate kinase 1 (Homo sapiens), Q92551; AID 1645851, 2021; 140,000 compounds, 0.81% hits; IP6K1 kinase, ADP-Glo luminescence, 2 h; stronger effect = lower value; in the data active = activity change below about -25%
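ADP-Glo luminescence measures ADP made by human IP6K1 during a 2 h RT reaction with ATP/IP6 (mix at 1.3 mM/130 uM); top library doses 57.5 and 19.1 uM final.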
FLuc inh – Firefly luciferase inhibition profiling of diverse chemical library using quantitative high-throughput screening; Luciferin 4-monooxygenase (Photinus pyralis), P08659; purified P. pyralis luciferase, luminescence, biochemical; Potency, µM (titrated, usually from 115 µM), inactives show at the highest dose activity change, negative = inhibition, usual class: inhibitors; 76,000 compounds, 2.5% hits; also: potency is read from the fitted curve at half-maximal effect; nearly all actives have a fitted effect of over 65% in size
Target sequence (P08659 whole entry, looked up): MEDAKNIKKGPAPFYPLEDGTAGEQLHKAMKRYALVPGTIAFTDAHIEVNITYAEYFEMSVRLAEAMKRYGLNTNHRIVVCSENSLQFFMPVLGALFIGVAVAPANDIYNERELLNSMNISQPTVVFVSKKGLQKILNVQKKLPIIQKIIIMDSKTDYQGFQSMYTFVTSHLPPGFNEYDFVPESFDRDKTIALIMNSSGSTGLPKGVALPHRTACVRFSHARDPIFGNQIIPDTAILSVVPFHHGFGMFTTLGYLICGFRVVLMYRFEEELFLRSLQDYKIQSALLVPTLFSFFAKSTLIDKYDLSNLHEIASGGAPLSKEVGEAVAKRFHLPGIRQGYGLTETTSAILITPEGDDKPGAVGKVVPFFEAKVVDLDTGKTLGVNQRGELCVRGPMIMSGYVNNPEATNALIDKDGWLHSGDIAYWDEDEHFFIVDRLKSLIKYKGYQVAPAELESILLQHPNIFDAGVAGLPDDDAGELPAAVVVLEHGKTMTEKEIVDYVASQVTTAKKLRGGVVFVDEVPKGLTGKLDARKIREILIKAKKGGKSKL
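Cell-free enzyme assay, 10nM P. pyralis luciferase, luciferin and ATP each at 10uM. Inhibition profiled over a 6-point titration, read as luminescence.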
GPT2 inhibitor – Primary qHTS assay for inhibitors of Glutamate pyruvate transaminase 2 (GPT2). Alanine aminotransferase 2 (Homo sapiens), Q8TD30. Recombinant GPT2, coupled pyruvate oxidase/HRP Amplex Red fluorescence. Potency, µM (top dose mostly 57.7 µM), for the others: at the highest dose activity change, negative = inhibition, most hits filed as inhibitors. 100,000 compounds, 0.25% hits. AID 1671188, 2021; also: potency is read from the fitted curve at half-maximal effect; nearly all actives have a fitted effect of over 60% in size; many of its hits are not listed in these tables
Target sequence (Q8TD30 whole entry, looked up): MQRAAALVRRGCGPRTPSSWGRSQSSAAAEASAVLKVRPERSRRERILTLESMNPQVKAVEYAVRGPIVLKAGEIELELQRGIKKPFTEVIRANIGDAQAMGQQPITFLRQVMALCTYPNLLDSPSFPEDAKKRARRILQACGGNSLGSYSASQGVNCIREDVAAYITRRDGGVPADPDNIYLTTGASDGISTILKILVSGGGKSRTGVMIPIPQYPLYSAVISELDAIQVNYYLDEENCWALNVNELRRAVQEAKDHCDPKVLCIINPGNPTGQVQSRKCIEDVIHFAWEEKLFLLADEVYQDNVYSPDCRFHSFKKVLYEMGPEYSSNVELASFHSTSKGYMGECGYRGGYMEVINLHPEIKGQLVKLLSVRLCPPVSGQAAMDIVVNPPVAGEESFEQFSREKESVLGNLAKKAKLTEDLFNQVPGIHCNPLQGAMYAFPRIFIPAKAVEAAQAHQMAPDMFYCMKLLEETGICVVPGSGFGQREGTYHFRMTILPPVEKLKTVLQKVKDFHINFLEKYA
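Recombinant GPT2 (10ng/uL) with 250uM a-KG and 2mM L-alanine, 30 min at room temperature, in HEPES pH 7.5 buffer. Pyruvate detected by pyruvate oxidase/HRP/Amplex Red fluorescence after 30 min in the dark; AOA (50uM) as positive control.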
HEK293 tox – Cytotoxic Profiling in HEK 293 Cell Line of Diverse Libraries Using Quantitative High-Throughput Screening | HEK 293 viability, ATP luminescence (CellTiter-Glo), 48-72 h | Potency, µM (doses to about 115 µM), for inactives: at the top dose activity change, negative = cytotoxicity, usual class: inhibitors | 94,000 compounds, 6.6% hits; also: potency is read from the fitted curve at half-maximal effect; nearly all actives have a fitted effect of over 60% in size
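Viability of HEK 293 cells, plated at 250 cells/well, was judged by cellular ATP after compound treatment for 48 or 72 hr. Luminescence was imaged 10 min after CellTiter-Glo addition at room temperature.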
The depositor's hits bear a star; i = inactive; ? = inconclusive; nt = not tested or not shown; [ ] = another dose, or the depositor's remark. Unless noted, calls follow the shape of the dose curve; as a rule, active = well fitted curve in the direction sought with a large enough effect; inconclusive = small, poorly fitted or top-dose-only effect, or another doubt; inactive = no such curve, though single readings can be large; an effect the other way counts as inactive or inconclusive. Unless noted, % is scaled to controls: 0 for no effect and ±100 for the full control effect. This is a subset; the hit share may differ from the screen's.

SMILES | SNCA expr inh | 3T3 cytotox | HEK293 viab | IP6K1 inh | FLuc inh | GPT2 inhibitor | HEK293 tox
COc1cccc(Cn2c(CNC(=O)CCc3ccccc3)nc3cccnc32)c1 | -4% | nt | -15% | 6 | nt | nt | nt
CCn1cc(S(=O)(=O)N2CCCC2Cc2noc(-c3ccccc3)n2)cn1 (stereo not drawn) | 5% | ? | 2% | 9 | nt | i | 45µM*
CCC(CC)C(=O)Nc1ccc(OCc2cc(=O)n3ccc(C)cc3n2)cc1 | 54%[activator] | nt | ? | 29 | nt | nt | nt
CCCCc1nn2c(=O)cc(COC(=O)c3cccc(NC(=O)c4cccs4)c3)nc2s1 | -7% | nt | 3% | -2 | nt | nt | nt
CCN1C(=O)CCN(C(=O)CCc2ccccc2)CC12CCOCC2 | 38%[activator] | i | -2% | -8 | -6% | 4% | -5%
CCOC(=O)C1=CN(CC(=O)Nc2ccccc2CC)S(=O)(=O)N=C1C | -7% | -17% | -3% | -12 | -7% | i | -13%
COCC(=O)Nc1nc2c(s1)C[C@@H]1[C@](C)(CO)[C@H](O)CC[C@@]1(C)[C@@H]2CC(=O)NC(C)C | -5% | 5% | 1% | 1 | 14% | 4% | -3%
Cc1ccc(-c2ccc3nnc(CNC(=O)c4cccc5[nH]ccc45)n3n2)cc1C | 59%[activator] | ? | ? | 0 | ? | -3% | ?
O=c1[nH]c(=O)c2[nH]c(=O)[nH]c2[nH]1 | 21%[3.86 µM] | nt | ? | -15 | nt | -3%[11.5 µM] | nt
O=C(CN1CC(=O)NC1=O)NCc1ccc2[nH]c3c(c2c1)CCCCCC3 | 12% | -10% | -4% | 15 | -2% | ? | -23%
COc1ccc(C(=O)N[C@@H]2CN(c3ncccn3)C[C@H]2CN(C)C)c(OC)n1 | 1% | -4% | -7% | 16 | 0% | i | 2%
COc1ccc(S(=O)(=O)N2C[C@@H]3C[C@H](C2)c2c(NC(=O)Nc4ccccc4)ccc(=O)n2C3)cc1 | 12% | -11% | 1% | 5 | 6% | -15% | 0%
CC1CCCN1C(=O)c1cc(-c2ccc(C(F)(F)F)cc2)nc2c1cnn2C (stereo not drawn) | nt | ? | nt | -8 | nt | nt | ?
Cc1noc(-c2cn(C3CCN(C(=O)c4ccc(F)cc4Cl)C3)nn2)n1 (stereo not drawn) | ? | -22% | 5% | 6 | -6% | -16% | -3%
CCN(CC)C(=O)CC[C@H]1CNC(=O)[C@@H]2[C@@H](CCN2C(C)C)N1C | -9%[87.6 µM] | -6%[138 µM] | 0%[87.6 µM] | 19 | -3%[172 µM] | -14%[88.5 µM] | i

In another format: two of the compounds above.
| Structure | SNCA expr inh | 3T3 cytotox | HEK293 viab | IP6K1 inh | FLuc inh | GPT2 inhibitor | HEK293 tox |
| --- | --- | --- | --- | --- | --- | --- | --- |
| CCC(CC)C(=O)Nc1ccc(OCc2cc(=O)n3ccc(C)cc3n2)cc1 | 54%[activator] | nt | ? | 29 | nt | nt | nt |
| CCCCc1nn2c(=O)cc(COC(=O)c3cccc(NC(=O)c4cccs4)c3)nc2s1 | -7% | nt | 3% | -2 | nt | nt | nt |

The main list resumes; the 6 compounds before the break are reprinted first.
SMILES | SNCA expr inh | 3T3 cytotox | HEK293 viab | IP6K1 inh | FLuc inh | GPT2 inhibitor | HEK293 tox
O=C(CN1CC(=O)NC1=O)NCc1ccc2[nH]c3c(c2c1)CCCCCC3 | 12% | -10% | -4% | 15 | -2% | ? | -23%
COc1ccc(C(=O)N[C@@H]2CN(c3ncccn3)C[C@H]2CN(C)C)c(OC)n1 | 1% | -4% | -7% | 16 | 0% | i | 2%
COc1ccc(S(=O)(=O)N2C[C@@H]3C[C@H](C2)c2c(NC(=O)Nc4ccccc4)ccc(=O)n2C3)cc1 | 12% | -11% | 1% | 5 | 6% | -15% | 0%
CC1CCCN1C(=O)c1cc(-c2ccc(C(F)(F)F)cc2)nc2c1cnn2C (stereo not drawn) | nt | ? | nt | -8 | nt | nt | ?
Cc1noc(-c2cn(C3CCN(C(=O)c4ccc(F)cc4Cl)C3)nn2)n1 (stereo not drawn) | ? | -22% | 5% | 6 | -6% | -16% | -3%
CCN(CC)C(=O)CC[C@H]1CNC(=O)[C@@H]2[C@@H](CCN2C(C)C)N1C | -9%[87.6 µM] | -6%[138 µM] | 0%[87.6 µM] | 19 | -3%[172 µM] | -14%[88.5 µM] | i
COc1cccc(-n2c(-c3cccc(F)c3)nc3c(cnn3-c3ccc(C)cc3)c2=O)c1 | 20% | nt | -15% | 14 | nt | nt | nt
Cc1[nH]c2ccccc2c1CC(=O)NC1CCCN(c2ncccn2)C1 (stereo not drawn) | ? | 3% | -1% | 22 | 0% | 1% | -6%
Cc1ccccc1C(=O)Nc1sc2c(c1C(=O)O)CCC(C(C)(C)C)C2 (stereo not drawn) | ? | nt | -14% | 9 | nt | nt | nt
CC(C)C(=O)N1CCc2ccc(OCc3nc(C(=O)N4CCCC4)co3)cc2C1c1cccc(F)c1 (stereo not drawn) | 12% | ? | -5% | -8 | 4% | -9% | ?
O=C(NCc1ccc(F)c(F)c1)C1CCCN(Cc2cccc(-c3cccs3)c2)C1 (stereo not drawn) | nt | ? | nt | 0 | nt | nt | 5.6µM*
CCNC(=O)CCC[C@@H]1[C@H]2CCCN3CCC[C@@H](CN1Cc1cccnc1)[C@@H]23 | 3% | i | -14% | -9 | 3% | i | -3%
CN(Cc1ccccc1)C(=O)c1cc(-c2cccc(C(F)(F)F)c2)nc2c1cnn2C | nt | ? | nt | -7 | nt | nt | ?
COc1cnc(NS(=O)(=O)c2ccc(N)cc2)nc1 | 2% | nt | -5% | 14 | nt | -3% | nt
CCn1cc2nc(SCc3cc(C)ccc3C)n(Cc3ccc(OC)cc3)c(=O)c2n1 | ? | nt | -15% | -13 | nt | nt | nt
COc1ccc(OC)c(CNC(=O)CC2CCCCN(C)C2=O)c1 (stereo not drawn) | -11% | -6% | 5% | 36 | 6% | -15% | -16%
Cc1ccc(-n2ncc3c(NCCO)ncnc32)cc1Cl | 62%[activator] | nt | -7% | -11 | nt | nt | nt
CS(=O)(=O)c1ccc(-c2ccc(CN3CCOCC3)cn2)cc1 | -29% | -2% | 0% | -13 | -1% | 1% | -3%
O=C(NC1CCN(c2ccc3nnc(-c4ccccc4)n3n2)C1)c1ccccc1 (stereo not drawn) | nt | -1% | nt | -17 | nt | nt | i
CCCc1cc(C(=O)N[C@H](c2ccccn2)C2CC(O)C2)cs1 (stereo partly drawn) | -21% | -20% | -5% | -3 | 10% | 1% | -17%
Cc1ccc(S(=O)(=O)c2nc(-c3ccco3)oc2SCC(=O)c2ccc(Cl)cc2)cc1 | -17% | nt | -13% | -7 | nt | nt | nt
CC(C)CN(C1CCN(C)CC1)C1CN(C(=O)c2cccs2)C1 | -14% | -26% | 5% | 7 | nt | i | -23%
O=C(CSc1nnc(CNC(=O)c2ccccc2)n1-c1cccc(Cl)c1)Nc1ccccc1F | -9% | nt | 11% | 3 | nt | nt | nt
CCc1ccc(NC(=O)Cn2c(=O)n(CCC(=O)N3CCc4ccccc4C3)c(=O)c3ccccc32)cc1 | 9% | nt | -5% | -6 | nt | nt | nt
COCCNC(=O)c1nc2sccn2c1-c1ccccc1 | -12%[87.6 µM] | -18%[138 µM] | 10%[87.6 µM] | -8 | nt | -7%[88.5 µM] | -5%[172 µM]
CNC(=O)C1CCC(Cn2c(=O)c3sccc3n(CC(=O)Nc3ccc(C)c(F)c3)c2=O)CC1 (stereo not drawn) | 1% | nt | -8% | 1 | nt | nt | nt
Cc1cccc(C(=O)Nc2ccc(-c3nnc4n3CCCC4)cc2)c1 | -27% | -14% | -13% | 3 | -5% | i | ?
O=C(NC1CCCCC1)c1cc(-c2ccc(F)cc2)c2nncn2n1 | -3% | ? | 9% | 7 | nt | -18% | -8%
C=CC(C)(O)CC/C=C(/C)C(=O)OC1C(OC2OCC(OC3OC(CO)C(O)C(O)C3O)C(OC3OCC(O)C(OC4OC(C)C(O)C(O)C4O)C3O)C2O)COC(OC(=O)C23CCC(C)(C)CC2C2=CCC4C5(C)CCC(OC6OC(CO)C(OC7OC(CO)C(O)C(OC8OCC(O)C(O)C8O)C7O)C(O)C6O)C(C)(C)C5CCC4(C)C2(C)CC3O)C1O (stereo not drawn) | nt | nt | 22%[5.56 µM] | -7 | nt | i[11.5 µM] | nt
CC(C)CCN1CC2(Cc3ccccc3NC2=O)C1 | 76%[activator][87.6 µM] | 3%[138 µM] | -7%[87.6 µM] | 17 | nt | i | 3%[172 µM]
Cc1cc(C)cc(OCC(=O)NCCc2nc3ccccc3[nH]2)c1 | 0% | nt | 4% | -8 | nt | nt | nt
CN1C[C@@H](NC(=O)C2CCCCC2)C[C@H]1c1nc(-c2ccccc2)no1 | 3%[87.6 µM] | 4%[174 µM] | 2%[87.6 µM] | 0 | 7%[172 µM] | 1%[88.5 µM] | 3%[172 µM]
COc1ccc(-c2ccc3ncc(Nc4cccc(Cl)c4)n3n2)cn1 | -34%[87.6 µM] | ? | -1%[87.6 µM] | -21 | -15%[172 µM] | ? | 45µM*
Cc1nc2c(c(C)nn2-c2ccccc2)c(C)c1CCC(=O)NCc1ccccc1 | 13% | nt | -1% | 14 | nt | nt | nt
CN1CCCCC(CC(=O)N2CCCc3ccccc32)C1=O (stereo not drawn) | 35%[activator] | -15% | 13% | 33 | ? | -7% | -10%
CC1(O)CCC2C(C(=O)O)=COC(OC3OC(CO)C(O)C(O)C3OC(=O)/C=C/c3ccc(O)cc3)C21 (stereo not drawn) | nt | nt | -2%[23.9 µM] | 17 | nt | i | nt
COc1cc(OC)c(NC(=O)NCc2ccc3c(c2)CCN3C(C)=O)cc1Cl | 0% | nt | -19% | 3 | nt | nt | nt
Cc1cc(N2CCC(NC(=O)c3ccc4[nH]ccc4c3)C2=O)ccc1F (stereo not drawn) | -2% | -13% | -25% | -5 | ? | i | -17%
O=C(C1C2C(=O)N(C3CCCCCC3)C[C@@]23C=C[C@@H]1O3)N1CCS(=O)(=O)CC1 (stereo partly drawn) | -7% | ? | -7% | 4 | -5% | 3% | -14%
CN(C)c1ccc(C(=O)N2CCC(n3cc(-c4nc(-c5ccccc5)no4)nn3)CC2)cc1 | 90%[activator] | -27% | ? | 18 | -29% | i | ?

Compound activity: PubChem, National Center for Advancing Translational Sciences (NCATS)
